Assay outcomes (PubChem)
TRHR PAM: allosterically enhances the human TRH receptor. 0.66% of 360,000 active. enhancement, % at 2 µM. TRHR cells, fluo-8 calcium fluorescence, EC20 TRH enhancement. P34981; in the data active = enhancement above about 30%; also: 0% is about no effect
Target sequence (P34981 whole entry, looked up): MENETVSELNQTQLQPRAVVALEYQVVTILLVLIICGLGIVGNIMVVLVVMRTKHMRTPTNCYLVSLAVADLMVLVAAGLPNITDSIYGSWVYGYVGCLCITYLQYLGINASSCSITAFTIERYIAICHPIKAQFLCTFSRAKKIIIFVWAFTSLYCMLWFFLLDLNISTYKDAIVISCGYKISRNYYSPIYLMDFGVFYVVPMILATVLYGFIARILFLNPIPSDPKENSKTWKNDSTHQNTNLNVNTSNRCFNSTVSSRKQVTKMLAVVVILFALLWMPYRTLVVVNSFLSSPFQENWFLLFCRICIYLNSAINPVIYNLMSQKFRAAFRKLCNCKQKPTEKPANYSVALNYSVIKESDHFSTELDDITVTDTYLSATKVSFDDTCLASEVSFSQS
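Enhancer read-out: after compound pinning and an initial kinetic agonist-mode read, an EC20 of TRH (10 nM final) was injected and fluo-8 calcium signal (Ex 480/Em 530) followed at 1 s/cycle for 100 cycles in TRHR-expressing cells.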
D2 antag: antagonizes the human D2 dopamine receptor; P14416; 2% of 340,000 active; inhibition, % at 10 µM; AID 485344; HEK293 TREx D2 cells, calcium flux, dopamine EC80; in the data active = inhibition above about 30%; also: 0% is about no effect
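In this primary screen, negative modulation is detected by tracking calcium flux after an EC80 dopamine challenge in inducible HEK293 T-REx D2 cells preexposed to test compound for 180 s.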
D2 agonist: activates the human D2 dopamine receptor. HEK293 T-REx D2 cells, calcium flux agonist mode. activation, % at 2 µM. P14416. 0.53% of 340,000 active;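 active = activation over 3 SD above normal in the single-dose calcium agonist read, cut at about 30% in these data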; also: 0% is about no effect
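HEK293 Trex D2 cells, tetracycline-induced, o/n 30 C 5% CO2; no-wash Ca dye, RT 30–90 min; 10-cycle baseline, 23 nl cpd added, kinetic Ca read 180 s; agonist hits = positive Ca response.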
D2 potentiator: positively modulates the human D2 dopamine receptor allosterically; P14416; AID 485347; 0.34% of 340,000 active; potentiation, % at 10 µM; HEK293 T-REx D2, calcium flux, EC20 dopamine potentiation;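 active = potentiation over 3 SD above the plate norm, cut at about 30% in these data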; also: 0% is about no effect
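Tetracycline-induced Hek293 Trex D2 cells, force-coupled to calcium, loaded with no-wash calcium dye. Compound added with 180 s kinetic read for agonism, then EC20 dopamine and a further 180 s read for potentiation.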
RXFP1 antag: blocks the human relaxin receptor RXFP1; HEK293-RXFP1, relaxin-stimulated cAMP HTRF, 30 min; stronger effect = lower value; activity change, negative = inhibition, % at 57.5 µM; 0.59% of 350,000 active; AID 1259400;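 active = activity change of -60% or lower, but not beyond a set lower limit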; also: % is scaled to controls: 0 for no effect and ±100 for the full control effect
D1 potentiator: potentiators of human D1 dopamine receptor; P21728; HEK293 TREx D1 cells, calcium flux, dopamine EC20 potentiation; potentiation, % at 10 µM; 0.036% of 360,000 active; in the data active = potentiation above about 30%; also: 0% is about no effect
Target sequence (P21728 whole entry, looked up): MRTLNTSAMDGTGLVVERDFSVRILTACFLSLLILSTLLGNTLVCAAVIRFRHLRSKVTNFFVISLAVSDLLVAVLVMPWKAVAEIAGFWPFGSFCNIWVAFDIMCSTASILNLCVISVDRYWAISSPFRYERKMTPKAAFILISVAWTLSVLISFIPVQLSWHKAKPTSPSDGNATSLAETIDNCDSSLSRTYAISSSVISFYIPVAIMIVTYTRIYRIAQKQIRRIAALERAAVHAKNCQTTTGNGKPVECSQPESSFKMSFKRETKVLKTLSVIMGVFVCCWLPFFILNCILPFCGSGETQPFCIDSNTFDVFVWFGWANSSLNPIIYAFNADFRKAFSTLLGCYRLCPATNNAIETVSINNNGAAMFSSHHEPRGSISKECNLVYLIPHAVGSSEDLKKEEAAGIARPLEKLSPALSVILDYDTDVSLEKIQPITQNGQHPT
RXFP1 ag: activates the human relaxin receptor RXFP1; Q9HBX9; HEK293T-RXFP1 cAMP TR-FRET, 30 min; response scale: percent of porcine relaxin response, buffer zero; Potency, µM (highest dose often 57.5 µM), for the others: at the highest dose activation, hits mostly activators; 0.3% of 370,000 active; AID 2676; active = well fitted activation curve with a large enough effect; also: potency is read from the fitted curve at half-maximal effect; % is scaled to controls: 0 for no effect and ±100 for the full control effect; nearly all actives have a fitted effect of over 60% in size; many of its hits are not listed in these tables
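HEK293T cells stably expressing RXFP1 were pretreated with the PDE4 inhibitor Ro 20174, exposed to compounds for 30 min at 37C, lysed, and cAMP was read by TR-FRET. Data normalized to buffer (basal) and 29 nM porcine relaxin (100%).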
D1 ag: activates the human D1 dopamine receptor | P21728 | HEK293 T-REx D1 cells, calcium flux, agonist mode | activation, % at 2 µM | 1% of 360,000 active; in the data active = activation above about 30%; also: 0% is about no effect
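Tetracycline-induced HEK293 TREx D1 cells, force-coupled to calcium signalling, were dye-loaded with a no-wash calcium kit. Compound was pin-added after a 10 s baseline. Fluorescence was read kinetically at 1 cycle/s for 180 s, with calcium rises flagged as agonism.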
D1 antagonist: human D1 dopamine receptor antagonism | P21728 | 3.2% of 360,000 active | HEK293 TREx D1 cells, calcium flux, dopamine EC80; stronger effect = lower value | activity change, negative = inhibition, % at 10 µM; in the data active = activity change below about -30%; also: % is scaled to controls: 0 for no effect and ±100 for the full control effect
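HEK293 T-REx cells expressing inducible, force-coupled D1 receptor; no-wash Ca dye, 30–90 min RT. Cmpd → 180 s read at 1 Hz → EC80 DA → 180 s read.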
Starred values were filed as active, the others as inactive; / = not tested or not shown; & = joins results of further samples; ! = repeats disagree. An excerpt (hit frequency here may not be typical).

molecule	TRHR PAM	D2 antag	D2 agonist	D2 potentiator	RXFP1 antag	D1 potentiator	RXFP1 ag	D1 ag	D1 antagonist
O=C(CC1COc2ccccc2O1)NCCc1ccccc1 (configuration not stated)	0	-2	1.3	-1	-15	-1	-0.8%	6	-10
CCC(=O)Nc1cc(SCCO)cc([N+](=O)[O-])c1	3	20	1.3	-5	-8	0	1.1%	1	-2
CCOC(=O)C1(Cc2ccccc2Cl)CCN(C(=O)CN2CCOC2=O)CC1	0	/	/	/	-4	6	-1.4%	0	9
CC(C)/C=C/CN1CCCC(N2CCN(c3cccc(Cl)c3)CC2)C1 (configuration not stated)	0	-1	4.5	-13	-9	-7	0.6%	6	-37*
O=C1C=C(c2ccc3c(c2)oc2ccccc23)C[C@@H](c2ccc(Cl)cc2)C1	4	/	/	-5	/	1	-2.9%	-1	8
Cc1cccc2cc(CN(CCN3CCCC3)C(=O)NC3CCCCC3)c(=O)[nH]c12	7	-16	-0.2	-6	-10	3	2.5%	-2	5
COc1nonc1NCn1nc(C)cc1C	-1	-33	-1.0	6	9	0	-0.3%	3	3
COc1cccc2c(=O)c(C/C=C(/C)Cl)c(C)[nH]c12	-5	-13	-0.7	-11	-4	5	1.4%	-1	1
COC(=O)c1ccc(/C=N/NC(=O)c2ccccc2Cl)cc1	0	-2	-1.9	9	9	-2	0.0%	0	11
CCCCCc1nc(N)c(C#N)c(-c2ccco2)c1CCCC	-2	-4	-0.1	-2	-5	2	3.0%	2	6
O=C1CC(Sc2ncn[nH]2)C(=O)N1c1ccccc1 (configuration not stated)	-3	-2	0.3	-14	2	6	1.2%	0	-6
CCS(=O)(=O)c1ccccc1C(=O)NC1CCCc2ccccc21 (configuration not stated)	-3	12	-1.8	7	33	0	-0.7%	3	8
Cc1cc2c(=O)n(CC(=O)N3CCN(c4ccccc4)CC3)cnc2s1	1	3	0.9	/	-1	-3	-0.1%	-1	0
O=C(CSCc1ccc(Cl)cc1)NCC1CCCO1 (configuration not stated)	0	-3	-0.8	1	-12	-5	1.3%	2	0
O=C1NC(=O)/C(=C/c2ccccc2OCc2ccccc2)S1	-2	0	1.9	2	-36	-4	0.0%	5	-11
Cc1ccccc1N1CC(c2nc3ccccc3n2CCC2CCCCC2)CC1=O (configuration not stated)	-1	/	3.9	0	/	-1	-1.6%	-2	6
Cc1ccc(-c2nnn(Cc3nc4ccccc4s3)n2)cc1	7	2	1.6	-2	-8	7	0.2%	8	11
CCCn1c(CCC(=O)Nc2cccc(C)c2C)nc2cccnc21	0	/	-1.1	6	-7	-2	-0.6%	2	2
Cc1cc(C)cc(OCc2nnc(SCC(=O)OC(C)C)o2)c1	-2	-2	-1.2	0	2	-5	-0.2%	6	-2
CC(C(=O)NCCc1ccc(F)cc1)N1CCN(Cc2ccccc2)CC1 (configuration not stated)	1	19	0.2	0	-1	-9	0.9%	3	-10

Exported with each value named: 4 of the compounds above
molecule: Cc1ccccc1N1CC(c2nc3ccccc3n2CCC2CCCCC2)CC1=O (configuration not stated)
- TRHR PAM: -1
- D2 antag: /
- D2 agonist: 3.9
- D2 potentiator: 0
- RXFP1 antag: /
- D1 potentiator: -1
- RXFP1 ag: -1.6%
- D1 ag: -2
- D1 antagonist: 6

molecule: Cc1ccc(-c2nnn(Cc3nc4ccccc4s3)n2)cc1
- TRHR PAM: 7
- D2 antag: 2
- D2 agonist: 1.6
- D2 potentiator: -2
- RXFP1 antag: -8
- D1 potentiator: 7
- RXFP1 ag: 0.2%
- D1 ag: 8
- D1 antagonist: 11

molecule: CCCn1c(CCC(=O)Nc2cccc(C)c2C)nc2cccnc21
- TRHR PAM: 0
- D2 antag: /
- D2 agonist: -1.1
- D2 potentiator: 6
- RXFP1 antag: -7
- D1 potentiator: -2
- RXFP1 ag: -0.6%
- D1 ag: 2
- D1 antagonist: 2

molecule: Cc1cc(C)cc(OCc2nnc(SCC(=O)OC(C)C)o2)c1
- TRHR PAM: -2
- D2 antag: -2
- D2 agonist: -1.2
- D2 potentiator: 0
- RXFP1 antag: 2
- D1 potentiator: -5
- RXFP1 ag: -0.2%
- D1 ag: 6
- D1 antagonist: -2

Continued:
molecule	TRHR PAM	D2 antag	D2 agonist	D2 potentiator	RXFP1 antag	D1 potentiator	RXFP1 ag	D1 ag	D1 antagonist
CC1=CC(C)(C)n2c(O)c(N=NC(N)=S)c3c(C)ccc1c32	-6	-6	-0.5	-3	-15	0	1.1%	1	-2
CC(C)C[C@H](NC(=O)OC(C)(C)C)C(=O)N[C@@H](CO)[C@H](O)[C@@H]1C[C@@H]1C(=O)N1CCCC1	0	1	1.2	-8	/	-5	1.2%	5	0
COc1ccc(CCNC(=O)c2cccc(Nc3nc4ccccc4nc3-n3nc(C)cc3C)c2)cc1OC	2	/	0.4	-7	-9	-1	-2.6%	1	0
CCOC(=O)c1sc(N(Cc2ccccc2)C(=O)COC(=O)c2ccc(O)cc2)nc1C	21	17	-0.3	0	-28	1	-1.1%	10	-3
COc1ccc(CCN2C(=O)c3[nH]nc(-c4ccccc4O)c3C2c2cccc(O)c2)cc1OC (configuration not stated)	6	/	/	-12	7	0	2.5%	0	7
CCOC(=O)CNC(c1ccccc1)c1cc(Br)ccc1NC(=O)CCN1CCOCC1 (configuration not stated)	-10	38*	0.2	-27	-4	-8	-2.0%	6	0
S=c1[nH]nc(CCc2ccccc2)n1-c1ccc(Cl)cc1	1	11	0.6	-6	-1	4	1.2%	4	-5
O=C(CCNc1n[nH]c(=O)[nH]c1=O)N/N=C\c1ccc(Br)cc1	-5	-7	-0.1	1	-3	21	4.0%	3	6
CSc1nc(N2CCOCC2)c2c3c(sc2n1)CCCC3	-7	-6	0.4	3	-11	0	3.4%	-1	5
Cc1ccc(-c2nc(CSc3nncn4c3cc3occc34)c(C)o2)cc1	6	/	0.7	0	-21	-3	14%	1	-8
Cc1ccc(N(C(=O)c2snc(C(N)=O)c2N)C(C(=O)NCCC(C)C)c2ccco2)cc1 (configuration not stated)	-4	-18	0.1	-4	-12	-1	3.2%	2	17
Cc1cc(C)nc(-n2nc(C)cc2NC(=O)CNC2CCCCC2)n1	-4	-48	-0.1	5	-3	-1	0.0%	6	8
O=C(Nc1nc(-c2ccccc2)cs1)Nc1ccc(F)cc1F	1	11	0.9	14	-14	-5	2.1%	-3	-9
CCN(CC)c1ccc(NC(=O)COC(=O)Cc2ccsc2)cc1	4	-9	-0.9	-1	-13	3	-1.5%	6	3
Cc1noc(C)c1COc1ccc(CC(=O)NCCc2ccccc2)cc1	-1	-14	-0.6	5	-4	-1	-0.5%	2	-24
CCNc1nc(NCC)nc(SCCOc2ccc(C)cc2)n1	-1	-13	-1.9	3	-21	-9	-0.3%	14	-12
CN(C(=O)COC(=O)/C=C/c1ccc(C(F)(F)F)cc1)c1c(N)n(Cc2ccccc2)c(=O)[nH]c1=O	0	-3	0.2	2	-1	-7	1.6%	5	-10
CCN1C(=O)C(CC(=O)Nc2ccc(OC)cc2)N(Cc2cccs2)C1=S (configuration not stated)	-9	-22	-0.7	28	14	0	-0.9%	3	31
COc1ccccc1Nc1nn2c(=O)c3ccc(C(=O)N4CCCCC4)cc3nc2s1	-6&8	4	0.3&-0.3	6&-1	-4	-4&0	5.5%&-0.4%	1&-2	-43*!
NC(=O)C1CCN(S(=O)(=O)c2cccc(S(=O)(=O)N3CCCCC3)c2)CC1	0	70*	1.2	8	-3	2	0.8%	2	-9

New compounds follow.
SMILES	TRHR PAM	D2 antag	D2 agonist	D2 potentiator	RXFP1 antag	D1 potentiator	RXFP1 ag	D1 ag	D1 antagonist
CC(C)(C)C(=O)O/N=C(\N)c1ccc([N+](=O)[O-])s1	-1	-3	0.1	7	3	-5	1.0%	9	-11
Cc1ccc(-c2csc3ncn(C(C)C(=O)O)c(=O)c23)cc1 (configuration not stated)	16	-6	0.4	-2	3	-3	1.9%	6	-2
CCOC(=O)C1(Cc2ccc(Cl)cc2)CCN(C(=O)c2cscn2)CC1	19	-9	-0.9	-3	-5	2	2.6%	1	4
N#CCCN(C(=O)COC(=O)CNC(=O)c1cccs1)c1ccc(F)cc1	-4	2	0.1	6	0	-5	0.7%	1	-10
COc1cccc(C(=O)Oc2ccc(N3C(=O)CCC3=O)c(C)c2)c1	-3	-4	0.3	0	-30	0	1.8%	2	14
COC(=O)c1c(C)oc(C)c(C(=O)OC)c1=O	21	6	0.7	-3	-1	-6	0.5%	3	-6
COCCN(C(=O)COC(=O)c1ccccc1Cc1ccccc1)c1c(N)n(Cc2ccccc2)c(=O)[nH]c1=O	0	-5	0.1	8	6	-7	-0.1%	10	5
O=c1[nH]c(C2CCCN(S(=O)(=O)c3ccccc3Cl)C2)nc2c1nnn2Cc1ccc(OC(F)(F)F)cc1 (configuration not stated)	0	/	-0.8	-6	-12	-1	-2.8%	3	0
CCC(CC)C(=O)Nc1nc(-c2ccc3c(c2)CCN3C(=O)C2CC2)c(C)s1	-6	-9	0.4	8	-10	-2	0.0%	2	-16
O=C(CCS(=O)(=O)c1ccc(Br)s1)NC1CCCCCC1	2	-3	-0.2	-2	-5	-3	0.6%	3	3
Cc1c(C(=O)N(C)c2ccc(Cl)cc2)cnn1-c1ccccc1	19	-7	0.0	-3	0	7	0.1%	1	51
Cc1ccc(NC(=O)Cn2c(=O)n(CCC(=O)NCc3ccccc3Cl)c(=O)c3ccccc32)cc1	10	/	-0.4	14	/	0	16%	4	3
Cc1ccc(C(C(=O)NCc2ccc(F)cc2)N(Cc2ccco2)C(=O)c2snc(C(N)=O)c2N)o1 (configuration not stated)	-11	-11	-0.5	1	9	4	0.4%	0	8
Cc1ccc(N2CC(C(=O)Nc3nnc(SCC(N)=O)s3)CC2=O)cc1 (configuration not stated)	2	/	/	/	-12	5	0.8%	3	2
